Screening results (PubChem)
LRH-1 inv ag = LRH-1 (NR5A2) inverse agonists, primary screen, cell-based, luminescence, HEK293T, StAR-luciferase reporter. Nuclear receptor subfamily 5 group A member 2 (Homo sapiens), O00482. LRH-1 transfected, 24 h. inhibition, % at 3.6 µM. 0.13% of 360,000 active. AID 602396, 2012;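 active = inhibition above the mean inhibition of all tested compounds plus 3 SD, cut at about 73% in these data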;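 note: 0% = DMSO wells and 100% = reporter-only cells lacking LRH-1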
TLR9-MyD88 inh = inhibitors of TLR9-MyD88 association in cells, primary screen, cell-based, CHO, BLA complementation, fluorescence | Toll-like receptor 9 (Homo sapiens) + Myeloid differentiation primary response protein … | CCF4 FRET ratio | inhibition, % at 4.98 µM | 0.21% of 340,000 active;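 active = inhibition above the mean over all tested compounds plus 3 SD, cut at about 21% in these data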;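 note: 0% = DMSO only wells and 100% = clavulanate BLA inhibitor control wells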
ABHD5 PLIN5 PPI = ABHD5-PLIN5 interaction inhibitors, primary screen, cell lysate, split luciferase complementation, luminescence; Split G. princeps luciferase complementation, 4 h; inhibition, % at 4 µM; 0.78% of 360,000 active;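 active = inhibition above the mean inhibition across every tested compound plus 3 SD, cut at about 22% in these data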;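 note: 0% = DMSO only wells and the 100% control is not disclosed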
NCOA1 inh = SRC1 coactivator transcriptional activity inhibitors, primary screen, cell-based, luminescence; Nuclear receptor coactivator 1 (Homo sapiens), Q15788; HEK293 GAL4-SRC1 luciferase reporter; inhibition, % at 3.6 µM; 0.12% of 360,000 active; AID 588354, 2011;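 active = inhibition above the campaign mean plus 3 SD, with each screening campaign given its own cutoff, cut at about 60% in these data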;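 note: 0% = DMSO treated cells and 100% = gossypol at 36 µM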
SRC3 inh = SRC3 coactivator transcriptional activity inhibitors, primary screen, cell-based, luminescence; Nuclear receptor coactivator 3 (Homo sapiens), Q9Y6Q9; HEK293 GAL4-SRC3 luciferase reporter; inhibition, % at 3.6 µM; 0.17% of 360,000 active; AID 588352, 2011;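 active = inhibition above a per-campaign cutoff, the mean of all compounds plus 3 SD, cut at about 60% in these data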;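 note: 0% = DMSO-treated cells and 100% = gossypol-treated cells at 36 µM; higher means less SRC3-driven luciferase light from the GAL4 reporter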
NOD2-RIPK2 inh = NOD2-RIPK2 binding disruptors in cells, primary screen, fluorescence, CHO cells, BLA complementation. Receptor-interacting serine/threonine-protein kinase 2 (Homo sapiens), O43353. CCF4 ratio. inhibition, % at 4.98 µM. 0.38% of 360,000 active. AID 624267, 2012; in the data active = inhibition above about 21%;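 note: 0% = vehicle only and 100% = reference blocker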
SRC2 inh = inhibition of GAL4-SRC2 driven luciferase reporter, primary screen, SRC2 inhibitor project, cell-based, luminescence. inhibition, % at 9 µM. Nuclear receptor coactivator 2 (Homo sapiens), Q15596. 0.17% of 370,000 active. HEK293 GAL4-SRC2 luciferase reporter. AID 651957, 2012;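 active = inhibition above the mean inhibition of all tested compounds plus 3 SD, set per campaign, cut at about 52% in these data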;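 note: 0% = DMSO treated cells and 100% = cells given Gossypol at 36 µM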
Target sequence (Q15596 whole entry, looked up, the tested form may be a part): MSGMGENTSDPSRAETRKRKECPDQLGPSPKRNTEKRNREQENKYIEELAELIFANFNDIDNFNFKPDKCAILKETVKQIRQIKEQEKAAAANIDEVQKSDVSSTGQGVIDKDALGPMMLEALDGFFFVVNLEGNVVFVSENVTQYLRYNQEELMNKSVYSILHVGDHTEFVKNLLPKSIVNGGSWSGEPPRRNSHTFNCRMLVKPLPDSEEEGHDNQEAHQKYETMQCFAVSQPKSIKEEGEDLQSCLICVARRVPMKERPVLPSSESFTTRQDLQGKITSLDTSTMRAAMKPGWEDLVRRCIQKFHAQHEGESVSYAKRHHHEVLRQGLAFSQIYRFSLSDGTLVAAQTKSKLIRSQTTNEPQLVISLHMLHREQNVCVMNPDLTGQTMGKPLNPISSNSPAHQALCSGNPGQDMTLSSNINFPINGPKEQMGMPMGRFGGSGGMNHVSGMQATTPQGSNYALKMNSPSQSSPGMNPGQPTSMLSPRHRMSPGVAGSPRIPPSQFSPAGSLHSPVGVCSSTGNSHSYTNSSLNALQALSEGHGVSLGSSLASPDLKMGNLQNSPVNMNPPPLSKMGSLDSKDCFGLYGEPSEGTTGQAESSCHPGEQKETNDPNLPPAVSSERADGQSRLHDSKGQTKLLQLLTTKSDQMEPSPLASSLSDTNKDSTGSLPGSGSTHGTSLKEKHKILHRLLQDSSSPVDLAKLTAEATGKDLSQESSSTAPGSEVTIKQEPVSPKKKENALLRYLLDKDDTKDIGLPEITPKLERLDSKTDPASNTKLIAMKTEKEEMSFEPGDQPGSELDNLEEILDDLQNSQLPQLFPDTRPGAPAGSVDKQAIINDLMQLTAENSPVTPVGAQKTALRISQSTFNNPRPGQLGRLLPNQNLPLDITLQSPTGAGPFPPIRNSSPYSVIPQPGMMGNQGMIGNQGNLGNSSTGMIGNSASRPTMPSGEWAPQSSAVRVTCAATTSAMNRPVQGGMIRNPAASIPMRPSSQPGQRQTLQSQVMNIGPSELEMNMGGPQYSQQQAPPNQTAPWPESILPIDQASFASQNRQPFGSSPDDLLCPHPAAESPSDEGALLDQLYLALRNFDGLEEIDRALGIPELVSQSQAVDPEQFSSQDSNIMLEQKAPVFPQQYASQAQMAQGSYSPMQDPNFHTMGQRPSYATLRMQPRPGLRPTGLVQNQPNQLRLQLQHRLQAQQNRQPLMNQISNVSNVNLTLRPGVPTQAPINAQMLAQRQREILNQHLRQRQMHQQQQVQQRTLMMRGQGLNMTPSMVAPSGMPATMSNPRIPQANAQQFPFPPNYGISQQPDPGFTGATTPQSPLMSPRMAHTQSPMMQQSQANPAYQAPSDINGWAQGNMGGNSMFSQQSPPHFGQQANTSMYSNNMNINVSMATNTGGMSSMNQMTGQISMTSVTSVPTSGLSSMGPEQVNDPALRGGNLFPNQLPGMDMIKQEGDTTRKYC
Exocytosis inh = LAMP-1 surface exposure blockers, TALL-104 cells – cell-based, flow cytometry, MLPCN library, primary screen | AID 651702, 2012 | 0.66% of 360,000 active | inhibition, % at 10 µM | TALL-104 LAMP-1 surface exposure; cells stimulated with thapsigargin and PMA;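 active = inhibition above about 55%, limit read from the data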
TWEAK Fn14 block = inhibitors of TWEAK-Fn14 signaling, primary screen, luciferase reporter cells, uHTS | TWEAK-stimulated Fn14 reporter cells, luciferase luminescence, 8 h | inhibition, % at 10 µM | 2% of 360,000 active | AID 1159606, 2016; in the data active = inhibition above about 50%
TROY signal inh = inhibitors of TROY-driven NF-kB signaling, primary screen, Q293 LMP1-TROYcd cells, NF-kB luciferase, uHTS | Q293 LMP1-TROYcd NF-kB luciferase reporter, 4 h | AID 1347056, 2019 | inhibition, % at 10 µM | 0.98% of 360,000 active;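 active = compounds whose plate-normalised and pattern-corrected inhibition of the luciferase reporter signal at the single screening dose is 50% or more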
COUP-TFII inh = NR2F2 transcriptional activity inhibitors, primary screen, cell-based, luciferase reporter, HEK293T, luminescence; HEK293T NGFI-A luciferase reporter; AID 686940, 2013; inhibition, % at 8.6 µM; 0.7% of 370,000 active;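 active = inhibition above a per-plate cutoff, mean inhibition of test wells between control levels plus 3 SD, cut at about 38% in these data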;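 note: cells cotransfected with COUP-TFII expression vector driving the NGFI-A reporter; 0% = median of COUP-TF2 test wells and 100% = reporter-only cells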
The depositor's hits bear a star; . = no result given. An excerpt; the hit share may differ from the screen's.

SMILES	LRH-1 inv ag	TLR9-MyD88 inh	ABHD5 PLIN5 PPI	NCOA1 inh	SRC3 inh	NOD2-RIPK2 inh	SRC2 inh	Exocytosis inh	TWEAK Fn14 block	TROY signal inh	COUP-TFII inh
Cc1ccn2cc(C(=O)Nc3cccc(C(=O)NC4CC4)c3)nc2c1	-64	-10	4	-44	-42	-14	-55	0	-16	-53	16
CC1=CC(=NOC(=O)/C=C/c2ccccc2)C=C(C)C1=O	16	-3	1	-10	-10	6	-8	16	12	-12	-1
Cc1ccc(NC(=O)C(C)OC(=O)CSc2ccccc2)cc1 (stereo unspecified)	-2	-1	4	9	-4	5	1	16	-3	-4	7
COC(=O)[C@@H]1C[C@@]2(O)[C@H](O)[C@H](O)[C@H](O)C[C@H]2N1Cc1ccc(C(C)(C)C)cc1	-16	-4	7	-10	7	-4	-20	-4	-1	17	-3
COc1ccc2c(c1OC)C(=O)OC2Nc1ncc(Br)cc1Br (stereo unspecified)	-5	3	-1	1	16	-8	-16	10	8	4	6
CCCCn1nc(C(=O)NNC(=O)c2ccncc2)c2ccccc2c1=O	6	-7	3	3	-6	-9	.	0	-9	4	.
CCOC(=O)C1(Cc2cccc(OC)c2)CCN(C/C=C/c2ccc(OC)cc2)CC1	19	-4	-2	11	20	2	24	23	22	19	19
O=C(O)C1C2C=CC3(O2)C1C(=O)N1c2ccccc2COC13 (stereo unspecified)	2	0	2	-8	5	-7	-3	15	-2	-7	-8
CCS(=O)(=O)N1CCC(C(=O)NCc2cccs2)CC1	9	3	4	11	3	-3	7	-1	0	-4	-2
FC(F)(F)c1cccc(NC(=S)Nc2cccc(NC(=S)Nc3cccc(C(F)(F)F)c3)n2)c1	-12	2	3	-32	-26	-5	-21	2	6	-2	-11
COc1ccc(/C=C/C(=O)N2CCN(C)CC2)cc1OC	19	-5	-2	-16	4	-13	-3	-1	4	15	17
CCCNC(=O)c1cc2nc(-c3ccccc3)cc(C(F)(F)F)n2n1	-29	-11	-3	11	8	1	-10	6	-14	-33	0
CCC(=O)NC(=S)Nc1cccc(NC(=O)c2ccc(Cl)cc2Cl)c1	14	-1	-1	-2	1	5	-44	0	4	-12	13
COCCN(Cc1ccc(F)cc1)C(=O)c1cc2ccccc2oc1=O	-8	1	5	-34	-8	-1	12	6	-10	-3	7
O=C(CSc1nnc(CNC(=O)c2cccs2)o1)Nc1ccccc1C(F)(F)F	4	6	4	-11	-3	-3	-24	-3	-3	-2	-1
CCN(CCCNC(=O)COc1cc(=O)n(C)c2ccccc12)c1cccc(C)c1	-7	4	1	-13	9	0	-16	-3	-13	-41	-25
CC(=O)COC(=O)C1=NN(c2ccccc2)C(=O)CC1	14	-6	5	6	3	6	-30	-7	-15	-30	4
O=C(NCc1ccccc1C(F)(F)F)C1CC(c2ccccc2[N+](=O)[O-])=NO1 (stereo unspecified)	-9	2	-6	-10	-23	-2	9	-2	-7	-5	15
O=C(Nc1nc(-c2ccc(F)c(F)c2)cs1)c1cc([N+](=O)[O-])ccc1N1CCOCC1	-3	-8	-4	-8	6	-5	-5	12	27	42	-1
O=S(=O)(O)c1cc(O)c2cc(Nc3ccccc3)ccc2c1	-15	-6	-9	11	10	-1	-19	-3	15	1	12
C/C(CC(=O)Nc1ccc(Cl)cc1Cl)=N\NC(=O)c1cnccn1	-44	-17	8	-51	-18	-5	-39	9	-13	-5	-1
Cc1sc2ncnc(SCC(=O)Nc3ccc(CN4CCCC4)cc3)c2c1C	-10	-10	14	2	6	-7	-10	-1	-24	13	-10
CN(CC(=O)NC(=O)NC1CCCCC1)CC(=O)Nc1ccccc1C(F)(F)F	-23	5	-12	2	6	-6	-3	9	0	3	-1
COCCNC(=O)CCC1CCN(Cc2cccc(Oc3ccccc3)c2)CC1	21	-4	9	24	3	-6	7	22	-14	-8	8

Gathered by group: the entries above containing a nitro group on carbon
SMILES	LRH-1 inv ag	TLR9-MyD88 inh	ABHD5 PLIN5 PPI	NCOA1 inh	SRC3 inh	NOD2-RIPK2 inh	SRC2 inh	Exocytosis inh	TWEAK Fn14 block	TROY signal inh	COUP-TFII inh
O=C(NCc1ccccc1C(F)(F)F)C1CC(c2ccccc2[N+](=O)[O-])=NO1 (stereo unspecified)	-9	2	-6	-10	-23	-2	9	-2	-7	-5	15
O=C(Nc1nc(-c2ccc(F)c(F)c2)cs1)c1cc([N+](=O)[O-])ccc1N1CCOCC1	-3	-8	-4	-8	6	-5	-5	12	27	42	-1

More results:
SMILES	LRH-1 inv ag	TLR9-MyD88 inh	ABHD5 PLIN5 PPI	NCOA1 inh	SRC3 inh	NOD2-RIPK2 inh	SRC2 inh	Exocytosis inh	TWEAK Fn14 block	TROY signal inh	COUP-TFII inh
CC(C)N1C(=O)N(c2cccc(Cl)c2)C(C)(O)CC1(C)C (stereo unspecified)	6	-6	10	-3	1	-7	-4	8	-18	-3	10
COc1ccc(C(O)c2nc(-c3cccs3)cs2)cc1 (stereo unspecified)	-16	.	0	-20	11	-1	6	16	2	-36	-2
CSc1nccc(N/N=C/c2ccccc2)n1	-107	4	-2	-128	-113	0	-101	-12	12	-25	-47
NS(=O)(=O)c1ccc(NC(=O)CN2CCCCC2)cc1	-14	-8	1	-1	-4	-1	-5	-4	-8	-5	2
Cc1ccc(S(=O)(=O)N(C)C)cc1NC(=O)CSc1nnc(C2CC2)n1C1CC1	-5	-22	-3	-7	-5	-1	7	3	-19	0	3
CN1CCC(C(=O)C(=O)O)C1=O (stereo unspecified)	4	4	8	-1	-6	-4	-25	-14	-2	2	-5
CC(=O)N(Cc1ccco1)C1(C(=O)NC2CCCCC2)CCCCC1	5	-5	2	-5	-30	-4	8	1	2	-6	-6
COc1cc(NC(=O)NCCN2CCN(c3ccc(Cl)cc3)CC2)ccc1C	25	3	14	6	9	-3	-23	3	22	1	-3
Cc1c(S(=O)(=O)NCc2ccccc2)c(=O)n(C)c(=O)n1C	-5	1	2	-1	13	3	0	-3	2	4	-11
Cc1cccc(Cn2c(N3CCN(c4ccccc4)CC3)nc3c2c(=O)n(C)c(=O)n3C)c1	.	0	.	.	.	.	17	6	6	4	4
COc1ccc(C(c2c(C)n(C)n(-c3ccccc3)c2=O)c2c(C)n(C)n(-c3ccccc3)c2=O)c(OC)c1OC	7	-3	0	8	5	-5	-26	8	-6	-2	4
CCOC(=O)N1CCN(S(=O)(=O)c2ccc(C(=O)Nc3nc4ccccc4s3)cc2)CC1	-11	-2	4	-34	-37	10	-9	100*	35	8	-5
Cc1ccccc1C(=O)NC(=S)N(C)C1CCCCC1	-28	4	0	-62	-23	-1	-34	-2	-45	26	-24
COc1ccc(C(=O)N2CCN(C(=O)C3CCCO3)CC2)cc1[N+](=O)[O-] (stereo unspecified)	-9	6	-14	8	5	-13	-8	-7	12	0	-14
COc1ccc(C(=O)C2CCCN(C(=O)/C=C/c3ccccn3)C2)c(C)c1 (stereo unspecified)	15	-1	-9	-10	-7	0	-10	-1	-5	-9	-3
COc1ccc(NS(=O)(=O)c2cccc(C(=O)NCC3(N4CCCCC4)CCCCC3)c2)cc1	-36	4	-2	-3	-3	0	-8	9	-4	-18	11

Sorted by SMILES length (lowest first): part of the list above
SMILES	LRH-1 inv ag	TLR9-MyD88 inh	ABHD5 PLIN5 PPI	NCOA1 inh	SRC3 inh	NOD2-RIPK2 inh	SRC2 inh	Exocytosis inh	TWEAK Fn14 block	TROY signal inh	COUP-TFII inh
CN1CCC(C(=O)C(=O)O)C1=O (stereo unspecified)	4	4	8	-1	-6	-4	-25	-14	-2	2	-5
Cc1ccccc1C(=O)NC(=S)N(C)C1CCCCC1	-28	4	0	-62	-23	-1	-34	-2	-45	26	-24
CC(=O)N(Cc1ccco1)C1(C(=O)NC2CCCCC2)CCCCC1	5	-5	2	-5	-30	-4	8	1	2	-6	-6
Cc1c(S(=O)(=O)NCc2ccccc2)c(=O)n(C)c(=O)n1C	-5	1	2	-1	13	3	0	-3	2	4	-11
COc1cc(NC(=O)NCCN2CCN(c3ccc(Cl)cc3)CC2)ccc1C	25	3	14	6	9	-3	-23	3	22	1	-3
COc1ccc(C(=O)N2CCN(C(=O)C3CCCO3)CC2)cc1[N+](=O)[O-] (stereo unspecified)	-9	6	-14	8	5	-13	-8	-7	12	0	-14
Cc1ccc(S(=O)(=O)N(C)C)cc1NC(=O)CSc1nnc(C2CC2)n1C1CC1	-5	-22	-3	-7	-5	-1	7	3	-19	0	3
CCOC(=O)N1CCN(S(=O)(=O)c2ccc(C(=O)Nc3nc4ccccc4s3)cc2)CC1	-11	-2	4	-34	-37	10	-9	100*	35	8	-5
Cc1cccc(Cn2c(N3CCN(c4ccccc4)CC3)nc3c2c(=O)n(C)c(=O)n3C)c1	.	0	.	.	.	.	17	6	6	4	4
COc1ccc(C(c2c(C)n(C)n(-c3ccccc3)c2=O)c2c(C)n(C)n(-c3ccccc3)c2=O)c(OC)c1OC	7	-3	0	8	5	-5	-26	8	-6	-2	4
